# MEP2-GFP yeast: modulators of TOR pathway MEP2-GFP in S. cerevisiae. S. cerevisiae MEP2-GFP strain, flow cytometry GFP, 3 h; 100% = DMSO control level. GFP response vs DMSO, % at 10 µM. actives 0.51% (n = 330,000);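 active = GFP response versus DMSO above a set limit, roughly screen mean plus 3 SD, cut at about 180% in these data; inconclusive = fewer than 70 cells counted for a yeast strain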;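 note: median GFP fluorescence of the barcode-gated MEP2-GFP cells per well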
# AHR act: human AHR activation. AHR-responsive luciferase reporter cells, luminescence. activation, % at 5 µM. actives 2.5% (n = 320,000); in the data active = activation above about 47%;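 note: 0% = vehicle wells and 100% = reference agonist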
# Yeast superoxide: caloric restriction mimetics inhibiting age-related superoxide in yeast; S. cerevisiae aged cells, superoxide DHE fluorescence; hits give low values; superoxide response (% of plate mean), % at 10 µM; actives 0.18% (n = 330,000); AID 2690;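 active = superoxide response under a set limit, about three screen SD below normal, cut at about 65% in these data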;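 note: yeast aged for seven days with compound at 30 °C before DHE staining; 100% = average MFI of all compound-treated wells on the plate with controls excluded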
# procasp3 activ: activators of human procaspase-3; P42574; recombinant procaspase-3 D3A, Ac-DEVD-pNA absorbance 405 nm; activation, % at 8.5 µM; actives 0.11% (n = 330,000); AID 463141;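 active = activation above the mean of all tested compounds plus 3 SD, cut at about 21% in these data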;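 note: 0% = DMSO alone and 100% = DMSO wells spiked with extra 5 µM PC-3 D3A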
# Target sequence (P42574 whole entry D9A/D28A/D175A): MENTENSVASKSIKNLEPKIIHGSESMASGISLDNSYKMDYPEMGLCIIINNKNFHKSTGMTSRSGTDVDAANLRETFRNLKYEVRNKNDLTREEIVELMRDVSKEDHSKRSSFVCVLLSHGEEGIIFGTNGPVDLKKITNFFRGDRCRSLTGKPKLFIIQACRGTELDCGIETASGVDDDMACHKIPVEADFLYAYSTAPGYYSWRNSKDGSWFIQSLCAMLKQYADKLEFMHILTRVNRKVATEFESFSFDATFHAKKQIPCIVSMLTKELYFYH
#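 Test system: Procaspase-3 D3A mutant, all three cleavage aspartates alanine | Dosing: Single dose, 8.5 µM nominal compound, 0.8% DMSO | Schedule: 1 h preincubation, 2 h reaction | Technique: 405 nm absorbance of p-nitroaniline, reads at 0 and 120 min | Repeats: One well per compound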
# proCasp7 act: counter-screen: procaspase-7 (human) activation; recombinant procaspase-7, Ac-DEVD-pNA absorbance 405 nm; D23A/D198A/D206A triple mutant, cannot self-cleave; scale: DMSO 0, 5 µM enzyme 100; activation, % at 8.5 µM; P55210; actives 0.093% (n = 330,000);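 active = percent activation above the screen-wide mean plus 3 SD, cut at about 25% in these data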
# Target sequence (P55210 whole entry D23A/D198A/D206A): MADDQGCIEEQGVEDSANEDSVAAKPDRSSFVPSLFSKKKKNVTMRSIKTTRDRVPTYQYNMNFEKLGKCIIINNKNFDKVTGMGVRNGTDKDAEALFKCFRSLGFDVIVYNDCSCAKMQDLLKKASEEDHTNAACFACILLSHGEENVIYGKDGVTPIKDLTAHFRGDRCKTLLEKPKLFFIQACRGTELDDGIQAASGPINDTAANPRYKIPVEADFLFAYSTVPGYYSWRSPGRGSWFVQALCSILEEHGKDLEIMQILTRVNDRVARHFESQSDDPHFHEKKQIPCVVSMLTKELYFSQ
#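 Assay system: Uncleavable procaspase-7 mutant enzyme; Input: 2 µM procaspase-7 mutant as dispensed; Also added: DEVD-pNA substrate; Medium: Zinc-free HEPES pH 7.4 with 300 mM NaCl, 0.01% Triton X-100; Timing: 1 h compound preincubation, 2 h substrate cleavage, 25 °C; Measured by: Epi-absorbance of released pNA at 405 nm, two timepoints.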
# RPL19A-GFP yeast: alters RPL19A-GFP fluorescence in TOR pathway yeast screen. percent response vs DMSO, % at 10 µM. S. cerevisiae RPL19A-GFP strain, flow cytometry, 3 h; hits give low values. actives 0.3% (n = 330,000);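 active = percent response vs DMSO below 50%; inconclusive = fewer than 70 events counted for the yeast strain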;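 note: median channel GFP fluorescence of the barcoded RPL19A-GFP strain; ratio of sample median GFP to plate DMSO average so 100% = DMSO; lower means less RPL19A-GFP as with rapamycin TOR inhibition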
# JMJD2C inh: inhibitors of human GASC-1 (JMJD2C) demethylase | GST-JMJD2C(1-420) H3K9me3 demethylation, DELFIA europium | actives 0.069% (n = 330,000) | AID 2099 | inhibition, % at 2.35 µM | Q9H3R0;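 active = more than half of a compound's replicate wells show inhibition beyond 50%, single wells judged on their own value; inconclusive = some, but no more than half, of replicates pass 50% inhibition; inactive = no replicate passes 50% inhibition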;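 note: signal counts dimethyl H3K9 product captured on neutravidin plate; 0% = median of DMSO wells and 100% = 0.3 times that DMSO median; strong numbers were not always called active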
# Target sequence (Q9H3R0 1-420 limits assumed): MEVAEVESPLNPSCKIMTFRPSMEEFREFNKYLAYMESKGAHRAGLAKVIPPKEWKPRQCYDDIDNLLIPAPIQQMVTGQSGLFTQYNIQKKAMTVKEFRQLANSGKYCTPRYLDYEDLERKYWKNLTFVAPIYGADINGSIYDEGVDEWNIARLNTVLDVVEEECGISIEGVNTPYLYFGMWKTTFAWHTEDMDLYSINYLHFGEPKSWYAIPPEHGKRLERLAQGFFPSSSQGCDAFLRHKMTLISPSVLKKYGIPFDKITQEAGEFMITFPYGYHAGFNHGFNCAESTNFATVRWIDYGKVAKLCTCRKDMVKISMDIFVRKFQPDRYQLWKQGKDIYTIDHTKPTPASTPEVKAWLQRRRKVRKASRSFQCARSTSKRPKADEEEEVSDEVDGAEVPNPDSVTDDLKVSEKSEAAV
# LAP4-GFP MLPCN: alters LAP4-GFP fluorescence in TOR pathway yeast screen. S. cerevisiae LAP4-GFP multiplex, flow cytometry GFP, 3 h; median GFP as percent of DMSO wells. GFP response vs DMSO, % at 10 µM. actives 0.34% (n = 320,000). AID 2023;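 active = GFP response vs DMSO above a set limit, about the screen mean plus 3 SD, cut at about 150% in these data; inconclusive = under 70 cell events counted for the yeast strain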
# * hit, by the source's call; ? = inconclusive; . = no result given; & = joins results of further samples; [ ] = another dose, or the depositor's remark.
SMILES,MEP2-GFP yeast,AHR act,Yeast superoxide,procasp3 activ,proCasp7 act,RPL19A-GFP yeast,JMJD2C inh,LAP4-GFP MLPCN
CCOP(=O)(c1ccc(N(C)C)cc1)C(O)c1cc(OC)c(OC)c(OC)c1 (stereo not drawn),101,-2,101,4,11,101,-4,99
Cc1ccc(NS(=O)(=O)c2c(C)nc3sccn3c2=O)cc1C,99,0,97,3,-3,98,-12,96
COc1ccccc1N1CCN(C(=O)COc2ccc(S(=O)(=O)NC(C)(C)C)cc2)CC1,101,0,100,6,2,106,6,102
CN(C)c1ccc(NC2=C([N+](=O)[O-])CS(=O)(=O)C2)cc1,97,2,117,-3,-21,90,0,95
COCCCn1c(C23CC4CC(CC(C4)C2)C3)n[nH]c1=S,111,-1,109,-1,-8,105,-3,95
COc1ccc(/C(C)=N/NC(=O)CNC(=O)c2ccncc2)cc1,102,2,104,4,1,98,-3,94
O=C(Nc1ccccc1)OC(CN1CCCCC1)C(F)(F)F (stereo not drawn),100,2,91,-5,1,95,3,93
COC(=O)c1ccccc1NC(=O)CN1CCN(C(=O)c2ccco2)CC1,103,0,101,6,14,97,-16,95
O=C(NC(=S)N1CCCCC1)c1cccnc1,98,1,99,1,1,100,6,102
COC(=O)c1ccccc1C(=O)c1cccc2ccccc12,106,-1,101,-4,11,102,-4,109
c1ccc(-c2nn3c(Cn4cnc5ccccc54)nnc3s2)cc1,104,1,80,-6,-4,98,9,101
COc1cc(-c2cc(-c3nnco3)c3ccccc3n2)cc(OC)c1OC,113,27,109,0,7,96,-1,110
O=C(CCCN1C(=O)c2ccccc2C1=O)N1CCN(c2ccccn2)CC1,101,7,92,-6,5,101,3,106
Cc1cc2c(cc1C)-c1c(ssc1=Nc1ccc(S(N)(=O)=O)cc1)C(C)(C)N2,99,10,95,-6,-5,103,6,114
COc1cc(/C=C(\C#N)C(=O)NC2CCCCC2C)ccc1OS(=O)(=O)c1ccc(C)cc1 (stereo not drawn),100,0,89,-8,6,100,11,92
O=C(OCC(=O)N1CCc2ccccc2C1)c1ccc(F)cc1Cl,97,4,112,-3,9,101,3,90
Cc1ccc(NS(=O)(=O)c2ccc(CCC(=O)NCc3ccccn3)cc2)cc1,98,0,106,0,-5,91,-5,96
CC(=O)Nc1ccc(Sc2ncnc3scc(-c4ccccc4)c23)cc1,99,3,92,-11,-21,96,-3,108
O=C(CO)N/N=C/c1ccccc1F,107,3,113,-7,2,101,2,102
Cc1ccc(S(=O)(=O)NCC(C)n2cncn2)cc1 (stereo not drawn),102,-1,92,-3,2,92,21,87
Cc1c(NC(=O)CSc2nc(-c3ccco3)cc(C(F)(F)F)n2)c(=O)n(-c2ccccc2)n1C,114,-3,108,4,2,112,16&0,102
O=[N+]([O-])c1ccc(Cl)c(/C=N/NC(=S)Nc2ccccc2)c1,104,31,93,3,1,99,2,106
CCn1c(COc2ccc3c(c2)CCCC3)nnc1SCC(=O)Nc1ccc(C(=O)OC)cc1,109,-2,90,-1,-1,108,1,102
Cc1ccccc1-n1cnnc1SCC(=O)N1CCN(c2ccccc2)CC1,107,-1,87,-3,5,90,-5,99
CC(C)Oc1cccc(C(=O)C2CCCN(Cc3cnn(C(C)C)c3)C2)c1 (stereo not drawn),98,11,92,3,-2,96,-11,105

# Following part
SMILES,MEP2-GFP yeast,AHR act,Yeast superoxide,procasp3 activ,proCasp7 act,RPL19A-GFP yeast,JMJD2C inh,LAP4-GFP MLPCN
Cc1nn(-c2ccccc2)c2c1C(c1ccc(O)c(O)c1)N1C(=N2)C(Nc2ccccc2)=Nc2ccccc21 (stereo not drawn),111,0,102,17,21,89,-30,105
COc1ccc(NC(=O)c2cccs2)cc1C(=O)N1CCN(c2ccccc2)CC1,94,11,98,3,3,100,3,95
O=C(Nc1nccs1)C(c1ccccc1)N1CCCC1 (stereo not drawn),124,2,86,1,8,102,1,122
Cc1ccc(S(=O)(=O)N2CCN(C(=O)Cn3c(=O)cnc4ccccc43)CC2)c(C)c1,97,0,114,11,4,98,2,96
CCOC(=O)/C=c1\s/c(=C\c2ccc(C#N)cc2)c(=O)n1CC(=O)Nc1cccc(C)c1C,97,4,98,7,-2,99,6,97
CC(O)c1nc(C(C)O)n(CC(=O)c2ccccc2)n1 (stereo not drawn),95,0,104,5,0,108,-1,105
O=C(COC(=O)C1CCC1)Nc1ccccc1Sc1ccccc1,96,14,114,9,4,98,0,86
O=C(N/C(=C\c1ccc(Br)cc1)c1nc2ccccc2[nH]1)c1ccco1,217*[may fluoresce violet],75*,87,0,0,33*[may fluoresce violet],4,97[may fluoresce violet]
Cc1ccc(NS(=O)(=O)c2ccc(NC(=O)N3CCCCC3)cc2)cc1,96,6,111,-4,-3,103,-3,90
COc1cc(C2CC(=O)Oc3c(C(CCN4CCOCC4)c4ccc(N(C)C)cc4)c(OC)cc(OC)c32)cc(OC)c1OC (stereo not drawn),101,3,91,5,0,99,-2,93
Cc1ccc(S(=O)(=O)N2CCC(C(=O)Nc3nnc(-c4ccco4)s3)CC2)cc1,113,2,104,1,8,105,-9,104
CC(=O)c1nnn(-c2ccc(F)cc2F)c1C,96,0,96,0,6,99,5,109
CCOc1ccc(N(CC(=O)N2CCN(c3ccccc3)CC2)S(=O)(=O)c2c(C)noc2C)cc1,100,0,105,3,-5,101,-10,102
CCOC(=O)c1cc(-c2cccs2)nc2onc(C)c12,95,1,96,6,4,93,-27,84
COc1ccc(CCNC(=O)CCNC(=O)c2ccc(Br)cc2)cc1OC,105,0,92,1,-5,103,-3,96
O=C(CCc1ccccc1)NNC(=O)COc1ccccc1Cl,103,1,108,-2,-11,96,-4,89
CCCCN(C(=O)CSc1n[nH]c(-c2ccc(C)cc2)n1)c1c(N)n(CCCC)c(=O)[nH]c1=O,90,-3,98,-10,5,90,-7,99
O=C(N=C1SC2CS(=O)(=O)CC2N1c1c(Cl)cccc1Cl)C1CC1 (stereo not drawn),103,0,99,2,6,97,?,89
O=C(NCC1(O)CCCCC1)C1CCC(=O)N(Cc2cccc(C(F)(F)F)c2)C1 (stereo not drawn),109,1,93,-2,5,122,-9,93
CCOC(=O)c1ccc(NC(=O)c2ccc(CN3CCOCC3)cc2)cc1,103,-8,95,-7,5,106,13,102
Nc1nc2sc3c(c2cc1C(=O)NCC(=O)O)CCCC3,100,4,101,-1,-9,100,1,89
O/N=C/c1ccccc1OCc1ccccc1F,90,24,108,1,7,94,-1,104
COc1ccccc1Cn1cnc2cccnc21,102,-1,100,-1,4,95,11,.
CCN(CC)S(=O)(=O)c1ccc(N=NC2=C(O)CC(C)(C)CC2=O)cc1,108,1,106,-5,0,103,0,93
CC12CCC(C(=Nc3ccc(N=C4C(=O)C5(C)CCC4C5(C)C)cc3)C1=O)C2(C)C,92,1,104,-8,-10,95,2,92

# The listing continues.
SMILES,MEP2-GFP yeast,AHR act,Yeast superoxide,procasp3 activ,proCasp7 act,RPL19A-GFP yeast,JMJD2C inh,LAP4-GFP MLPCN
CCOCC(=O)Nc1cc(C(F)(F)F)ccc1Oc1cccc(Br)c1,97,-4,99,-1,9,100,22,106
OCCN(Cc1ccccc1)Cc1nc(CC2CC2)no1,93,2,115,-3,11,98,-11,104
CCOC(=O)C1CCN(c2nc(C)cc(C)c2C#N)CC1,104,2,91,4,8,99,3,102
CCN(CC)S(=O)(=O)c1ccc2c(c1)N(CC(=O)Nc1ccc(NC(C)=O)cc1)C(=O)CO2,107,3,92,1,1,102,-5,85
COc1ccccc1N1C(=N)S/C(=C\c2ccc(-c3ccccc3C(=O)O)o2)C1=O,113,15,100,-12,-15,103,1,110
CCN(CC)c1ccc(C(=O)NNC(=O)c2ccc3c(=O)n4c(nc3c2)CCC4)cc1,104,1,96,-6,0,99,4,97
Cc1ccc(/C=N/N2CCN(c3ccccn3)CC2)o1,101,-2,87,-5,-1,95,-6,102
O=C(CSc1ncnc2ccccc12)NC1CCS(=O)(=O)C1 (stereo not drawn),91,12,78,5,6,94,2,93
COc1cccc(Cn2nnc(C(=O)NCc3ccccc3Cl)c2N)c1,119,6,114,5,3,96,3,112
Cc1ccc(-c2cc(C(F)F)nc(N3CCC(C)CC3)n2)cc1,94,4,105,-8,5,99,3,97
O=C(CCC1CCCN(C(=O)c2ccc3cc[nH]c3c2)C1)N1CCN(c2ccccn2)CC1 (stereo not drawn),104,5,86,3,2,100,35,96
Cc1cc(C)nc(N(C#N)CN2C(=O)c3ccccc3S2(=O)=O)n1,111,0,93,-1,-7,110,-7,114
O=C(NCCCc1ccccc1)c1ccccc1,103,12,110,-3,4,103,-15,107
CCOC(=O)Cc1cc(=O)n2[nH]c(-c3ccccc3)c(-c3ccccc3)c2n1,99,0,103,5,12,105,-5,107
COc1ccccc1NC(=O)c1ccc(Cl)c(S(=O)(=O)NCc2ccco2)c1,98,29,96,11,10,96,0,99
CCCCOC(=O)NC(NCC(O)c1ccccc1)(C(F)(F)F)C(F)(F)F (stereo not drawn),104,1,88,5,4,98,-1,98
COc1ccc(C2CC(=O)C3=C(C2)NC(C)=C(C#N)C3c2ccc(N(C)C)cc2)cc1 (stereo not drawn),110,2,88,-10,2,97,-8,101
CNCCOc1ccccc1OC(C)C,100,8,105,-2,-2,102,10,100
O=C(CN1CCOCC1)N/N=C/c1ccc(-c2ccc(Br)cc2)o1,97,1,95,-9,-4,100,-30,112
Cc1ccc(OCC(=O)O/N=C(\N)Cc2cccs2)cc1C,107,3,95,13,0,99,3,107
O=C(O)c1cc(S(=O)(=O)Nc2cc(Cl)ccc2Oc2ccccc2)ccc1O,93,6,90,-3,-14,93,.,95
COc1ccccc1C(=O)Nc1ccc2c(c1)CN(Cc1cnc(C)s1)CC2,100,113*,98,-4,6,99,-8,96
CC(=O)c1cccc(S(=O)(=O)NCCC(=O)NC2CCCCCC2)c1,99,0,98,5,-6,96,1,98
COc1ccc(C(CNC(=O)c2ccc(NS(=O)(=O)c3ccc4c(c3)OCCO4)cc2)N(C)C)cc1 (stereo not drawn),101,-1,70,6,7,98,-9,107
O=C(CN(C(=O)c1csnn1)c1ccc2c(c1)OCCO2)NCc1ccc(F)cc1,106,-1,94,7,-5,101,4,101
O=C(CCCC1=NS(=O)(=O)c2ccccc2N1)NCCc1ccc(Cl)cc1,100,1,131,-2,8,97,-3,98
CC1Oc2ccccc2N(CC(=O)N2CCCc3ccccc32)C1=O (stereo not drawn),98,4,95,-2,-12,99,-6,96
CC(C)CC(=O)NC(=S)Nc1nc(-c2cccc3ccccc23)cs1,91,80*,95,-21,11,94,9,84
Cc1nnc(NC(=O)c2ccc(S(=O)(=O)N3CCCCC3)cc2)s1,98,0,93,7,9,99,16,104

# As a working copy, some entries already given.
SMILES,MEP2-GFP yeast,AHR act,Yeast superoxide,procasp3 activ,proCasp7 act,RPL19A-GFP yeast,JMJD2C inh,LAP4-GFP MLPCN
CCOCC(=O)Nc1cc(C(F)(F)F)ccc1Oc1cccc(Br)c1,97,-4,99,-1,9,100,22,106
OCCN(Cc1ccccc1)Cc1nc(CC2CC2)no1,93,2,115,-3,11,98,-11,104
CCOC(=O)C1CCN(c2nc(C)cc(C)c2C#N)CC1,104,2,91,4,8,99,3,102
CCN(CC)S(=O)(=O)c1ccc2c(c1)N(CC(=O)Nc1ccc(NC(C)=O)cc1)C(=O)CO2,107,3,92,1,1,102,-5,85
